Source: PubChem BioAssay
PAFAH1B3 FP inh = PAFAH1B3 enzyme inhibitors, primary screen, biochemical, fluorescence polarization, human; recombinant PAFAH1B3, FP-rhodamine probe; inhibition, % at 3.39 µM; 0.28% of 340,000 active; AID 492972, 2010;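 active = inhibition above the screen-wide average of all tested compounds plus 3 SD, cut at about 25% in these data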;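 also: 0% = enzyme with DMSO only and 100% = wells lacking PAFAH1B3 protein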
Target sequence (Q15102 whole entry, looked up): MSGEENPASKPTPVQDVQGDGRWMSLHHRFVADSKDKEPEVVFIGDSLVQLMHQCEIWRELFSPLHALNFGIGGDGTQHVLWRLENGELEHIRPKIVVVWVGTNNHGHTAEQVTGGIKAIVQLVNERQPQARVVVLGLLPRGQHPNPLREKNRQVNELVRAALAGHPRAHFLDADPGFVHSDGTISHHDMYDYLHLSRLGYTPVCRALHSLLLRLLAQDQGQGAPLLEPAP
LYPLA1 counter = LYPLA1 inhibitors, primary screen, counter-screen for PME1 inhibitor project, biochemical, fluorescence polarization, FP-Rh probe ABPP; Acyl-protein thioesterase 1 (Homo sapiens), O75608; recombinant LYPLA1; inhibition, % at 5.9 µM; 0.16% of 320,000 active; AID 2174, 2009;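 active = inhibition above the mean of all tested compounds plus 3 SD, set per campaign, cut at about 14% in these data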;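 also: inhibitors block serine hydrolase probe labeling of LYPLA1 so polarization falls; 0% = enzyme with DMSO and 100% = wells lacking LYPLA1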
Target sequence (O75608 whole entry, looked up): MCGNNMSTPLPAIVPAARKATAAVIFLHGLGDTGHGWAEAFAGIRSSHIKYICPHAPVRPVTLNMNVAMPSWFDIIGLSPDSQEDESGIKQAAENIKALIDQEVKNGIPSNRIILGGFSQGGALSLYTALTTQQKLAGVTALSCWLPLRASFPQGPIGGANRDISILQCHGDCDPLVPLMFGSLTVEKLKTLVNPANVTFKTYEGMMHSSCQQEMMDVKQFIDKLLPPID
PAFAH2 inh = PAFAH2 enzyme inhibitors, primary screen, biochemical, fluorescence polarization, human; recombinant PAFAH2, FP-rhodamine activity probe; inhibition, % at 3.39 µM; 0.99% of 340,000 active;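 active = inhibition above the mean over all tested compounds plus 3 SD, cut at about 30% in these data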;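 also: inhibitors block probe labeling of enzyme so polarization drops; 0% = enzyme with DMSO and 100% = wells lacking PAFAH2 protein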
ZTA counter = counter-screen for EBNA-1 inhibitors: inhibitors of Epstein-Barr virus ZTA; ZTA-DNA binding, fluorescence polarization; inhibition, % at 11 µM; 0.15% of 320,000 active; AID 2234; in the data active = inhibition above about 33%
Target sequence (P03206 whole entry, looked up): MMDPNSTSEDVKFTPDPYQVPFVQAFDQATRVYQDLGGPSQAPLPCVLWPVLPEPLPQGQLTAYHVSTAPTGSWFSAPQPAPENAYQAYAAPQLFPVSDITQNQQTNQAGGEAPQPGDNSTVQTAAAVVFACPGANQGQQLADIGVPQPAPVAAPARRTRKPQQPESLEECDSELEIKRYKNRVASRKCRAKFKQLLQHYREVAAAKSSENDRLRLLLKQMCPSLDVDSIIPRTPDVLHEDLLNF
PREPL inhibitor = PREPL enzyme inhibitors, primary screen, biochemical, fluorescence polarization; Prolyl endopeptidase-like (Homo sapiens), Q4J6C6; recombinant PREPL, fluorescence polarization activity-based probe; inhibition, % at 5.96 µM; 0.68% of 320,000 active; AID 2751, 2010; in the data active = inhibition above about 43%;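 also: 0% = enzyme with DMSO and 100% = wells lacking enzyme; many of its hits are not listed in these tables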
LYPLA2 counter = LYPLA2 inhibitors, primary screen, counter-screen for PME1 inhibitor project, biochemical, fluorescence polarization, FP-Rh probe ABPP; recombinant LYPLA2; inhibition, % at 5.9 µM; 0.38% of 320,000 active; AID 2177, 2009;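 active = inhibition above the screen-wide mean plus 3 SD, limit set per campaign, cut at about 26% in these data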;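 also: 0% = LYPLA2 with DMSO and 100% = wells lacking LYPLA2 enzyme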
Target sequence (O95372 whole entry, looked up): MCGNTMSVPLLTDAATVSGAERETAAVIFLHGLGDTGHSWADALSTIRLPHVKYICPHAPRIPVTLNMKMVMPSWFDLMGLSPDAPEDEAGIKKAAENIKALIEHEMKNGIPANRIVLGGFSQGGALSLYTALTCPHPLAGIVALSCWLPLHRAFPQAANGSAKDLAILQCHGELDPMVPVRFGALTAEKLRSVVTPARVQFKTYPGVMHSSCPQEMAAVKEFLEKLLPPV
GSTO1 inh = inhibitors of recombinant GSTO1, primary screen, counter-screen for RBBP9 inhibitor project, biochemical, fluorescence polarization | Glutathione S-transferase omega-1 (Homo sapiens), P78417 | activity-based probe fluorescence polarization | inhibition, % at 5.96 µM | 1.1% of 300,000 active;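 active = inhibition above the campaign mean inhibition plus 3 SD, cut at about 35% in these data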;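 also: 0% = GSTO1-1 with DMSO and 100% = wells lacking GSTO1-1 enzyme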
PAD4 inh = human PAD4 inhibitors, primary screen, biochemical, fluorescence polarization, 1536-well format | recombinant PAD4, RCA probe fluorescence polarization | inhibition, % at 6.36 µM | 0.41% of 330,000 active | AID 485272, 2010;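 active = percent inhibition above a cutoff equal to the mean of all tested compounds plus 3 SD, cut at about 15% in these data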;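 also: 0% = PAD4 with RCA probe and DMSO and 100% = probe without PAD4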
EBNA-1 inh = EBNA-1 DNA-binding inhibitors, primary screen, biochemical, fluorescence polarization | inhibition, % at 14.8 µM | 0.34% of 300,000 active | AID 1950, 2009; in the data active = inhibition above about 28%
* marks the source's active call; other numbers are inactive results; / = no result given. These rows are one share of the data. The share of hits here may be higher or lower than overall.

Values run as follows: PAFAH1B3 FP inh | LYPLA1 counter | PAFAH2 inh | ZTA counter | PREPL inhibitor | LYPLA2 counter | GSTO1 inh | PAD4 inh | EBNA-1 inh
> Cc1onc(-c2ccccc2)c1C(=O)NCc1ccccn1
  -3 | 1 | 2 | 18 | 3 | 7 | 2 | -4 | -7
> CN(C)c1ccc(/C=N/NC2=NS(=O)(=O)c3ccccc32)cc1
  7 | -2 | 2 | 5 | 12 | 4 | 17 | -3 | -5
> NNC(=S)NCc1ccco1
  18 | 0 | 6 | -11 | 10 | -3 | 7 | -7 | -10
> COC(=O)c1cccc(Nc2ccc([N+](=O)[O-])cn2)c1
  10 | -1 | 2 | -5 | 2 | 7 | 1 | 0 | -9
> CCN(C(=O)c1ccco1)c1nnc(-c2cccnc2)s1
  -2 | 0 | -2 | 21 | -4 | 0 | -2 | -1 | 3
> COc1cc(NC(=S)Nc2ccc(Br)cc2Cl)c(OC)cc1Cl
  -3 | -6 | -4 | 12 | 3 | -4 | 6 | -6 | -19
> O=C(c1ccco1)N1C2C=CC(C2)C1(C(F)(F)F)C(F)(F)F (configuration not stated)
  1 | 1 | 5 | -14 | 13 | 11 | 4 | -2 | 8
> O=C1C=C(c2ccccc2)C(=O)N1Nc1ccccc1
  3 | -2 | 6 | 12 | 1 | -3 | 0 | 0 | 10
> Cc1onc(-c2ccccc2)c1C(=O)N/N=C/c1cc2c(cc1Br)OCO2
  4 | -6 | -5 | 9 | -1 | -15 | 7 | -8 | -2
> Cc1ccccc1-n1c(C)cc(/C=C2/C(=N)N3C(c4ccccc4)=CSC3=NC2=O)c1C
  -16 | -14 | -8 | 17 | -12 | -31 | -6 | -2 | -4
> Nn1c(SCc2csc(-c3ccccc3)n2)nnc1-c1cccs1
  6 | 3 | 2 | 0 | -8 | 0 | 5 | -1 | 17
> COC(=O)C1C(=O)C2=C(CC1C)NC(C)=C(C(=O)OC1CCCCC1)C2c1ccc(N(C)C)cc1 (configuration not stated)
  -1 | -2 | 13 | -1 | 21 | 5 | 32 | 0 | 3
> Nc1nc(SCC(=O)NCCN2CCOCC2)nc2sc3c(c12)CCC3
  -4 | 0 | 6 | -9 | 6 | 2 | 3 | -8 | 9
> Cc1cc(=O)[nH]c(SCC(=O)Nc2ncc(S(=O)(=O)c3ccc([N+](=O)[O-])cc3)s2)n1
  8 | -1 | 0 | 1 | 0 | 6 | 20 | -11 | 2
> CC(Sc1nc(N)cc(N)n1)C(=O)NCC1CCCO1 (configuration not stated)
  7 | -4 | 1 | -1 | 5 | -8 | / | -2 | /

(continued)
Values run as follows: PAFAH1B3 FP inh | LYPLA1 counter | PAFAH2 inh | ZTA counter | PREPL inhibitor | LYPLA2 counter | GSTO1 inh | PAD4 inh | EBNA-1 inh
> COc1cccc(-n2ccnc2SCC(=O)Nc2nccs2)c1
  -2 | 4 | 0 | 8 | 0 | 1 | 2 | -1 | 7
> O=C(CSc1nnc(-c2ccncc2)o1)NCc1ccccc1
  5 | -2 | -6 | -16 | 11 | 8 | 7 | -1 | -1
> Cc1ccc(C(=O)NCc2ccc3c(c2)OCO3)cc1
  8 | -3 | 9 | 1 | -2 | -4 | 5 | -2 | 3
> CCOc1ccccc1N(C)S(=O)(=O)c1ccc2c(c1)N(C(C)=O)CCO2
  2 | -1 | -2 | -1 | 12 | 0 | 1 | 4 | -6
> CCOc1ccccc1C(=O)n1nc(C)cc1C
  5 | -1 | 3 | 0 | 9 | -3 | -2 | -3 | -7
> COc1ccccc1C(=O)NNC(=O)c1ccc(NC(=O)c2ccccc2)cc1
  8 | -1 | 3 | -9 | 22 | -3 | -6 | -2 | 5
> CC(=O)N1CCN(C2=NC(=O)/C(=C/c3ccc(OS(=O)(=O)c4ccccc4)cc3)S2)CC1
  8 | -1 | 16 | 12 | -6 | 9 | -15 | -2 | 10
> Cc1cc(C)cc(CC(Cc2nc3ccccc3[nH]2)c2nc3ccccc3[nH]2)c1 (configuration not stated)
  -2 | -15 | -15 | -5 | -2 | -23 | -6 | -3 | -2
> N#CCCN(C(=O)COC(=O)c1ccc2c(c1)OCCO2)c1ccccc1
  5 | / | 6 | / | 14 | / | / | -2 | /
> CCOc1ccc(C(=O)NCC(c2ccco2)N2CCOCC2)cc1 (configuration not stated)
  9 | 4 | 2 | 3 | 10 | 7 | -8 | -5 | -10
> CSc1ccccc1NC(=O)c1noc(C)c1[N+](=O)[O-]
  0 | 5 | 3 | 1 | 18 | 0 | 26 | -1 | 9
> CCN(CC(=O)Nc1ccc(NC(C)=O)cc1)CC(=O)Nc1cc(C)on1
  -2 | 0 | 13 | -5 | -3 | -5 | / | 1 | /
> COc1ccc(-c2cc(C(F)(F)F)nc(N3CCCCCC3)n2)cc1
  7 | -2 | 4 | 0 | -3 | 0 | 3 | 0 | -3
> O=C(OCC(=O)N1CCc2ccccc21)c1cccc(S(=O)(=O)N2CCCc3ccccc32)c1
  6 | -3 | 15 | -6 | 11 | 1 | 2 | 3 | 10
> CN(N)c1ccc2c(C(F)(F)F)cc(C(F)(F)F)nc2n1
  1 | -3 | 5 | 13 | -3 | 3 | -2 | 1 | -1

Remaining list, next part
Values run as follows: PAFAH1B3 FP inh | LYPLA1 counter | PAFAH2 inh | ZTA counter | PREPL inhibitor | LYPLA2 counter | GSTO1 inh | PAD4 inh | EBNA-1 inh
> N[C@@H](Cc1ccccc1)C(=O)N1CCC(C(=O)N[C@@H](CCC(=O)O)C(=O)O)CC1
  3 | -2 | -3 | 6 | 8 | -5 | 2 | 0 | 4
> Cc1ccccc1NC(=O)C1C2CCC(O2)C1C(=O)O (configuration not stated)
  -5 | 1 | -2 | -2 | -3 | -1 | -10 | -5 | -10
> Cc1ccc(S(=O)(=O)c2c(COC(=O)c3ccccc3Cl)c(-c3ccccc3)nn2C)cc1
  3 | -4 | 2 | 0 | -5 | -6 | -16 | 0 | -2
> Nc1nnc(SCC(=O)NCc2ccc3c(c2)OCO3)s1
  4 | -1 | -2 | -2 | -5 | -2 | 5 | -2 | 5
> Cc1c(Cl)cccc1NC(=O)CCNC(=O)N1CC(=O)Nc2ccccc21
  2 | 1 | 10 | 11 | -23 | -8 | -4 | -5 | -14
> COc1ccc(CNC(=O)C(=O)NCCC2CCCCN2S(=O)(=O)c2cccs2)cc1 (configuration not stated)
  -1 | -2 | -2 | 4 | -5 | 4 | -5 | 1 | -3
> Cc1ccc(CNC(=O)[C@H](C)NC(=O)C2CCN(C(=O)[C@@H]3CCCN3C(=O)OC(C)(C)C)CC2)cc1
  17 | 5 | 10 | 3 | 7 | 12 | -2 | 5 | -9
> Cc1noc(C)c1S(=O)(=O)N1CCC(C(=O)NCCC2=CCCCC2)CC1
  7 | 2 | -3 | -1 | 10 | 2 | 4 | 6 | 3
> CC(OC(=O)Cn1cnc2c1c(=O)n(C)c(=O)n2C)C(=O)Nc1ccc(Cl)cc1 (configuration not stated)
  7 | 3 | -3 | 0 | 20 | -5 | -3 | -9 | 3
> Cc1cc(N2CCN(c3ccccn3)CC2)n2cc(-c3ccccc3)nc2n1
  2 | -2 | 2 | 0 | 17 | 3 | -6 | -4 | 15
> O=C(/C=C/c1ccc(OC(F)F)cc1)Nc1cccc(S(=O)(=O)NC2=NCCCCC2)c1
  -7 | -12 | -11 | 1 | 37 | -15 | -9 | -4 | 8
> Cc1ccc(CNC(=O)[C@H](Cc2ccccc2)NC(=O)C2CCNCC2)cc1
  4 | -4 | -1 | 14 | 10 | -5 | 1 | 3 | 4
> Cn1cc(C(=O)C(=O)N2CCCc3ccccc32)c2ccccc21
  8 | -2 | 11 | 6 | -8 | 1 | 4 | 2 | -5
> CCCCCn1c(SCCN2CCOCC2)nc2c1c(=O)[nH]c(=O)n2C
  -3 | 3 | -6 | -22 | 11 | 5 | 6 | -3 | 5
> C=CCSc1nc2sc3c(c2c(=O)n1-c1ccccc1)CCN(C)C3
  9 | 0 | 9 | -1 | 11 | 0 | -3 | 3 | -7

More records
Values run as follows: PAFAH1B3 FP inh | LYPLA1 counter | PAFAH2 inh | ZTA counter | PREPL inhibitor | LYPLA2 counter | GSTO1 inh | PAD4 inh | EBNA-1 inh
> O=C(COC(=O)CNC(=O)c1cccc(F)c1)NCCC1=CCCCC1
  1 | 1 | 7 | 2 | -6 | -5 | -1 | -6 | 6
> Cc1cn(C2CC3OCC3O2)c(=O)[nH]c1=O (configuration not stated)
  5 | 3 | 1 | 14 | -5 | 5 | -1 | 2 | 11
> Cc1cc(/C=N/NC(=O)c2cccs2)c(C)n1-c1cnccn1
  3 | 3 | 0 | 20 | 2 | 3 | 0 | 1 | 10
> O=C(O)CC12CC3CC(C1)CC(n1ncc(NCC4CCCO4)c(Cl)c1=O)(C3)C2 (configuration not stated)
  7 | -2 | 1 | 4 | -2 | 1 | 0 | -1 | -7
> C/C(CC(=O)Nc1ccccc1[N+](=O)[O-])=N\NC(=O)COc1ccccc1C
  0 | 2 | 4 | 11 | -2 | 6 | 7 | -1 | 9
> COc1cccc(NC(=O)Nc2cccc(C(=O)O)c2)c1
  7 | -1 | 6 | 5 | -4 | -4 | -2 | 0 | 3
> O=C(CCN1CCN(Cc2ccccc2)CC1)NNC(=O)Cc1ccc(Cl)c(Cl)c1
  9 | 3 | -2 | -26 | -20 | 9 | 4 | -2 | 1
> COc1ccc(NC(=O)CCCN(C)S(=O)(=O)c2ccc(C)cc2)cc1
  2 | 4 | 4 | -9 | 2 | 5 | 0 | 3 | 2
> Cc1ccc(C(=O)Oc2ccccc2N2C(=O)C3CCCCC3C2=O)cc1 (configuration not stated)
  -4 | -2 | 5 | 1 | 9 | 6 | -1 | -2 | -6
> Cc1ccc(S(=O)(=O)N2CCN(CC(=O)N/N=C\C(Cl)=C\c3ccccc3)CC2)cc1
  1 | 0 | -2 | -6 | 1 | 4 | 4 | 1 | 3
> COc1ccc(F)c(CN2CCC(N3CCC(C(=O)N4CCOCC4)CC3)CC2)c1
  5 | -4 | -1 | 0 | 14 | -5 | 7 | -1 | -7
> COCCN1C(=O)c2cc(C(=O)Nc3ccc(OC)c(OC)c3)ccc2C1Nc1ccc(OC)c(OC)c1 (configuration not stated)
  9 | -2 | 0 | -3 | 1 | 2 | 5 | 3 | 3
> CCOC(=O)N1CCC(N2C(=O)c3ccccc3C2Nc2cc(C(=O)OC)cc(C(=O)OC)c2)CC1 (configuration not stated)
  5 | 1 | 2 | -11 | -11 | 3 | 59* | -1 | -2
> CC(=O)c1cccc(NC(=O)c2cccc3ccccc23)c1
  8 | 3 | 8 | -13 | 0 | 1 | 1 | 2 | -7
> CCOC(=O)/C(=C\c1ccc(OC)c(OC)c1)C(=O)c1cccnc1
  1 | -4 | 4 | 8 | 2 | -3 | -2 | 2 | 1
> O=C(NCC1CCCO1)c1ccc(NS(=O)(=O)c2cccc([N+](=O)[O-])c2)cc1 (configuration not stated)
  6 | -1 | 0 | -2 | -5 | -3 | 9 | -3 | -5

An excerpt from above, limited to LYPLA1 counter:
structure | LYPLA1 counter
COCCN1C(=O)c2cc(C(=O)Nc3ccc(OC)c(OC)c3)ccc2C1Nc1ccc(OC)c(OC)c1 (configuration not stated) | -2
CCOC(=O)N1CCC(N2C(=O)c3ccccc3C2Nc2cc(C(=O)OC)cc(C(=O)OC)c2)CC1 (configuration not stated) | 1
CC(=O)c1cccc(NC(=O)c2cccc3ccccc23)c1 | 3
